S1P4 ag – agonists of human S1P4 receptor; O95977; S1P4-expressing cell line, agonist reporter assay; activation, % at 4.98 µM; actives 0.35% (n = 220,000); AID 1509; in the data active means activation above about 11%;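 further: 0% = DMSO vehicle and 100% = reference agonist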
Target sequence (O95977 whole entry, looked up): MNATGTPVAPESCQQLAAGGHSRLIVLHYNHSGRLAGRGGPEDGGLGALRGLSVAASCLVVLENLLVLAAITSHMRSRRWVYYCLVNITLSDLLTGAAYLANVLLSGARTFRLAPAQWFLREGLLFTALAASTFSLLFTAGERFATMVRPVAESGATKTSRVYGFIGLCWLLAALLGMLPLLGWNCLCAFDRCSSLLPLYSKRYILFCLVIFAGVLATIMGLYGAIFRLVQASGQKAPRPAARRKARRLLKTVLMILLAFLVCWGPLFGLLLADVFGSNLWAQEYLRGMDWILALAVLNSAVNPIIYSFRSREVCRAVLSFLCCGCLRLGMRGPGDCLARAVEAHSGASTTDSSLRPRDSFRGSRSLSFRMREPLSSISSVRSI
S1P4 antagonist – antagonists of human S1P4 receptor | O95977 | S1P4-expressing cells, antagonist mode, reporter read-out | inhibition, % at 4.98 µM | actives 0.26% (n = 220,000) | AID 1510; in the data active means inhibition above about 29%;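 further: 0% = wells stimulated with agonist and 100% = vehicle wells without agonist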
Ba/F3 V617F tox – lowers viability of Ba/F3 cells expressing EpoR and JAK2V617F; inhibition, % at 5.6 µM; ATP luminescence; AID 1446; actives 1.1% (n = 220,000);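 active means inhibition above the campaign mean plus 3 SD over all tested compounds, cut at about 24% in these data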;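 further: cytokine-independent growth of Ba/F3 cells driven by EpoR plus mutant JAK2; 0% = DMSO-treated cells and 100% = JAK inhibitor I control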
NPY1 pot ag – human NPY-Y1 potentiation or agonism, primary screen. P25929. NPY-Y1 expressing cells, potentiator/agonist activation. activation, % at 3.6 µM. actives 0.37% (n = 220,000). AID 1304; in the data active means activation above about 33%, passing the limit was not always enough;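 further: cells stimulated with NPY at EC10 then isoproterenol at EC100; 0% = low agonist plus stimulus and 100% = saturating agonist plus stimulus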
NPY-Y2 PAM-ag – potentiators or agonists of human neuropeptide Y receptor Y2; P49146; actives 0.45% (n = 220,000); activation, % at 3.6 µM; cells expressing NPY-Y2, potentiator/agonist read-out; in the data active means activation above about 27%;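 further: cells stimulated with NPY near EC25 plus isoproterenol at EC100; 0% = vehicle plus submaximal agonist and 100% = vehicle plus saturating agonist; some results beyond the cut were filed as inactive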
CHOP inh – CHOP inhibition in unfolded protein response; CHO-K1 CHOP-promoter luciferase, tunicamycin-induced, 15-18 h; inhibition, % at 10 µM; actives 3.8% (n = 220,000);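 active means compounds that reduced the stress-induced luciferase reporter signal by more than about 70% of percent inhibition, limit read from the data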;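 further: 0% = tunicamycin plus vehicle and 100% = wells without tunicamycin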
NCF1 inh – p47phox (human) inhibition; AID 1274; p47phox/p22phox peptide binding, fluorescence polarization, 2 h; actives 0.53% (n = 220,000); P14598; inhibition, % at 24.7 µM;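 active means inhibition above about 30%, limit read from the data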;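 further: 0% = p47phox with labelled peptide and 100% = labelled peptide alone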
Target sequence (P14598 whole entry, looked up): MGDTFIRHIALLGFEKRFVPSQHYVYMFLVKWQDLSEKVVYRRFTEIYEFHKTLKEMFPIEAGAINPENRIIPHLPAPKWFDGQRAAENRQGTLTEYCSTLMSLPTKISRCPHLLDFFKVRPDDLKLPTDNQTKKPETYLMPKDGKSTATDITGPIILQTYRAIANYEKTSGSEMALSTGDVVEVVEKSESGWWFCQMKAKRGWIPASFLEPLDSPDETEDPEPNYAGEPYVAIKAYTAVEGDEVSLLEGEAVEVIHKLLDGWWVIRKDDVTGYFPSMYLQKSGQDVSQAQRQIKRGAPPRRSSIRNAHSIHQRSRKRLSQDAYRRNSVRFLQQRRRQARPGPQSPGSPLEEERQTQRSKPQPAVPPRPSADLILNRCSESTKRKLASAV
NPY-Y1 antag – antagonists of human neuropeptide Y receptor Y1; P25929; HEK293-CNG Y1 cells, membrane potential fluorescence; NPY at EC95, then isoproterenol; inhibition, % at 3.6 µM; actives 1% (n = 200,000); AID 1040;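 active means inhibition above the campaign mean inhibition of all tested compounds plus 3 SD, cut at about 20% in these data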;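 further: 0% = DMSO wells given NPY plus isoproterenol and 100% = isoproterenol alone without NPY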
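Material: HEK293 Y1/CNG channel cell line | Also added: NPY (25 nM), isoproterenol (1 µM), Ro 20-1724 (25 µM) | Compound: One concentration, 3.6 µM, in 0.4% DMSO | Schedule: 3 h dye uptake, 1 h room-temperature compound, 45 min post-isoproterenol | Signal: Membrane-potential fluorescent dye readout | Read-out: % inhibition of NPY effect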
BaF3 tox – reduces parental Ba/F3 cell viability, JAK2V617F counter-screen. AID 1486. CellTiter-Glo ATP luminescence. inhibition, % at 5.6 µM. actives 1.1% (n = 220,000);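 active means inhibition above a per-campaign cutoff, the mean inhibition of all tested compounds plus 3 SD, cut at about 27% in these data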;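 further: 0% = DMSO wells and 100% = JAK Inhibitor I control wells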
* = called active by the depositor; x = not tested or not shown. Random draw from the library (roughly 7.1% active in at least one column).

Structure	S1P4 ag	S1P4 antagonist	Ba/F3 V617F tox	NPY1 pot ag	NPY-Y2 PAM-ag	CHOP inh	NCF1 inh	NPY-Y1 antag	BaF3 tox
O=C(Nc1ccc(F)cc1)C1CCN(c2nnnn2-c2ccccc2)CC1	-2.8	-8	2	-7	-14	35	-6	-5	4
COC(=O)CSc1nnc(CNC(=O)c2cccc(C)c2)n1-c1ccccc1OC	1.6	-8	-4	13	7	2	-13	0	5
Cc1noc(C)c1C(=O)NCc1ccco1	2.8	4	3	-32	-19	44	-11	-3	0
C=CCSc1nnc(COc2ccc(=O)n(-c3ccccc3)n2)n1CC	0.7	2	1	-16	1	-5	7	-1	3
CCc1nn2c(=O)cc(N3CCN(c4cc(C)nc5ccccc45)CC3)nc2s1	2.2	-13	-2	-28	0	20	0	0	0
Cc1ccccc1NS(=O)(=O)c1ccc(C2CNC(=O)C2)cc1 (stereo not given)	1.3	-21	-1	-6	-15	3	-6	-4	1
COc1ccc(CSCC(=O)NN=C2CCN(C)CC2)cc1	0.7	-38	-1	9	-11	32	-4	1	4
CC(/C=C1\SC(=S)N(C(C(=O)O)c2ccccc2)C1=O)=C\c1ccccc1 (stereo not given)	-1.4	-14	-5	-4	7	15	-11	x	-4
Fc1cccc(CN2CCN(c3nc4nonc4nc3NC3CC3)CC2)c1	0.0	-16	-1	-12	9	-13	-13	2	2
CC1CCCC(C)N1C(=O)CN1CCN(c2nc(-c3ccc(F)cc3)cs2)CC1 (stereo not given)	-0.7	0	5	-10	-16	62	-8	1	4
Cc1cc(C)c2c(c1)/C(=N/NS(=O)(=O)c1ccc(Br)cc1)CCC2	-1.3	-20	-5	2	-22	106*	-10	0	1
CCCC(=O)Nc1cc(C)c(NC(=O)c2ccccn2)cn1	-0.3	4	1	-3	-9	27	1	2	4
CC(C)c1nc(-c2ccccc2)c(-c2ccccc2)[nH]1	-0.9	0	3	18	10	21	-8	1	7
COc1ccc(/C=C2/N=C(SCC(=O)Nc3cc(C)on3)N(c3ccccc3)C2=O)cc1	1.3	-15	1	-11	-4	52	6	-3	2
Cc1csc(SC(C)c2nc3scc(-c4ccccc4)c3c(=O)[nH]2)n1 (stereo not given)	2.2	-18	-4	2	-22	43	-19	x	1
O=C(OCC#CCSc1nnc(-c2ccncc2)o1)c1sc2ccccc2c1Cl	1.3	-5	2	-5	-7	11	-5	1	9
Cc1cc(NC(=O)c2ccc3c(c2)OCCO3)ccc1NC(=O)c1ccco1	-1.3	-15	-2	13	3	-22	15	2	7
Cc1cc(=O)oc2cc(OCC(=O)N3CCc4ccccc4C3)ccc12	0.4	-5	-5	-10	-6	-1	-5	-2	-3
Cn1cnnc1SCC(=O)c1cc2ccccc2oc1=O	-1.6	-9	4	0	-17	-33	-1	-1	6
O=C(O)c1cccc(Cn2cc(Br)cn2)c1	-1.6	-5	1	-9	3	-24	-1	0	0
O=C(OCC(=O)N1CCCC1=O)C1COc2ccccc2O1 (stereo not given)	-1.0	-8	6	-2	-17	6	-2	-2	7
Cc1nnc(NC(=O)NCN2C(=O)C3C4C=CC(C4)C3C2=O)s1 (stereo not given)	-0.2	15	0	10	22	15	4	0	3
S=C(Nc1ccccc1Cl)NC1CCN(Cc2ccccc2)CC1	0.0	0	2	9	-15	30	-23	-3	9
Cc1sc(NC(=O)CSc2nnc3scc(-c4ccccc4)n23)c(C#N)c1C	0.8	-4	-3	16	26	45	1	-4	0

Some of the entries so far, as labelled records.
Cc1nnc(NC(=O)NCN2C(=O)C3C4C=CC(C4)C3C2=O)s1 (stereo not given)
  S1P4 ag: -0.2 | S1P4 antagonist: 15 | Ba/F3 V617F tox: 0 | NPY1 pot ag: 10 | NPY-Y2 PAM-ag: 22 | CHOP inh: 15 | NCF1 inh: 4 | NPY-Y1 antag: 0 | BaF3 tox: 3
Cc1sc(NC(=O)CSc2nnc3scc(-c4ccccc4)n23)c(C#N)c1C
  S1P4 ag: 0.8 | S1P4 antagonist: -4 | Ba/F3 V617F tox: -3 | NPY1 pot ag: 16 | NPY-Y2 PAM-ag: 26 | CHOP inh: 45 | NCF1 inh: 1 | NPY-Y1 antag: -4 | BaF3 tox: 0

(cont.)
Structure	S1P4 ag	S1P4 antagonist	Ba/F3 V617F tox	NPY1 pot ag	NPY-Y2 PAM-ag	CHOP inh	NCF1 inh	NPY-Y1 antag	BaF3 tox
CNC(=O)NC(=O)COC(=O)/C=C/c1cccc(Br)c1	-1.5	10	-5	-2	-3	-2	0	11	2
CC1=C(C(=O)Nc2ccccc2)C(c2cccs2)C(C#N)=C(SCC#N)N1 (stereo not given)	-0.2	-12	-1	-44	-20	27	-29	5	1
CCn1c(CSc2nc3ccccc3s2)nnc1SCC(=O)NCC(=O)OC	0.8	-27	-3	32	-11	8	5	6	3
CCOC(=O)C1CCCN(c2c(Nc3ccc(C)c(C)c3)c(=O)c2=O)C1 (stereo not given)	0.1	-16	2	4	11	-19	-11	3	3
O=C(CSc1nnc(Cn2c(=O)sc3ccccc32)n1CCc1ccccc1)N1CCOCC1	-1.8	-6	1	14	9	14	2	1	1
Cc1c([N+](=O)[O-])c(C(=O)Sc2ccc(Br)cc2)nn1C	2.6	27	1	43	44*	22	39*	x	-2
O=C(NCc1cccnc1)c1cccc(F)c1	2.1	-12	1	-12	11	5	4	-3	3
Cc1ccc(Nc2nc(NCc3ccco3)c3ccccc3n2)cc1	2.1	-18	-2	-4	11	106*	-8	13	2
Brc1ccc(Oc2nnnn2-c2ccccc2)cc1	0.3	-10	3	-11	-11	29	-5	2	11
CCOC(=O)Cc1csc(NC(=O)c2ccoc2C)n1	-2.0	-7	-2	-10	12	-1	-10	-1	2
O=C(COC(=O)c1ccc[nH]c1=O)NC1CCCc2ccccc21 (stereo not given)	0.3	-2	-2	10	-2	-13	-12	x	-3
O=C(O)CC1Sc2ccccc2NC1=O (stereo not given)	-1.2	-7	-3	12	-1	-3	-4	1	8

Among those listed so far, these have a Cl atom:
Structure	S1P4 ag	S1P4 antagonist	Ba/F3 V617F tox	NPY1 pot ag	NPY-Y2 PAM-ag	CHOP inh	NCF1 inh	NPY-Y1 antag	BaF3 tox
O=C(OCC#CCSc1nnc(-c2ccncc2)o1)c1sc2ccccc2c1Cl	1.3	-5	2	-5	-7	11	-5	1	9
S=C(Nc1ccccc1Cl)NC1CCN(Cc2ccccc2)CC1	0.0	0	2	9	-15	30	-23	-3	9

(more compounds)
Structure	S1P4 ag	S1P4 antagonist	Ba/F3 V617F tox	NPY1 pot ag	NPY-Y2 PAM-ag	CHOP inh	NCF1 inh	NPY-Y1 antag	BaF3 tox
Cc1cc(Sc2nc(NC(C)(C)C)nc(N3CCOCC3)n2)nc(Cl)n1	-1.8	-15	1	-16	-13	39	-9	-2	4
Cc1ccccc1OCC(=O)NNC(=O)c1ccc(-c2ccccc2)cc1	-3.6	-20	-2	-6	-9	105*	-10	5	2
Cc1ccc(C(=O)N/C(=C\c2cccs2)C(=O)NCCc2c[nH]c3ccccc23)cc1	4.0	-13	-1	-6	-12	0	-5	10	6
COc1ccccc1NC(=O)CC(c1ccc(OC(C)C)cc1)c1ccccc1OC (stereo not given)	4.1	-15	0	-20	-10	28	-5	8	5
COc1ccc(C(=O)/C=C/N(C)C)cc1OC	0.8	-6	5	-3	-23	48	-21	5	5
COc1cc(NC(=O)C2CCC(CNc3c(N4CCCCC4)c(=O)c3=O)CC2)cc(OC)c1 (stereo not given)	-0.8	-1	3	-18	-15	-6	-6	6	7
O=C(CO/N=C/c1ccccc1OC(F)F)N1CCc2ccccc21	-1.6	-11	0	-5	-9	16	-379	0	4
Cc1ccc(S(=O)(=O)N2CCCCC2)cc1NC(=O)Nc1ccc(Cl)cc1Cl	-1.1	-6	3	-15	-7	33	1	0	2
O=C(O)CCCN1C(=O)C(=O)/C(=C(/O)c2ccccc2)C1/C=C/c1ccccc1 (stereo not given)	1.0	-19	1	-10	-6	-11	7	-1	9
Cc1onc(-c2ccccc2)c1C(=O)Nc1ccccc1N1CCOCC1	0.3	-9	1	-23	10	17	-14	1	6
COc1ccc(NC(=S)N2CCN(Cc3ccccc3)CC2)c(OC)c1	-0.3	5	-1	16	0	35	-2	0	3
CCOC(=O)c1cnc2ccc(C)cc2c1Sc1ccccc1	-1.7	8	-6	-3	-8	19	-11	4	0
CCCn1c(N)c(C(=O)COc2ccc(Br)cc2F)c(=O)n(C)c1=O	1.7	-33	-2	11	12	7	-8	6	1
Cc1ccc(-c2nn(-c3ccccc3)cc2/C=N/NS(=O)(=O)c2ccccc2)cc1	1.0	-18	4	2	11	69	-14	-5	3
Cc1ccccc1-c1ccccc1N	0.6	-10	-2	-1	-6	1	-19	-1	2

Four of the entries above in order of the CHOP inh value, falling:
| compound | CHOP inh |
| --- | --- |
| Cc1ccc(S(=O)(=O)N2CCCCC2)cc1NC(=O)Nc1ccc(Cl)cc1Cl | 33 |
| COc1ccc(CSCC(=O)NN=C2CCN(C)CC2)cc1 | 32 |
| Cc1c([N+](=O)[O-])c(C(=O)Sc2ccc(Br)cc2)nn1C | 22 |
| Cc1nnc(NC(=O)NCN2C(=O)C3C4C=CC(C4)C3C2=O)s1 (stereo not given) | 15 |
